HP1b binding inh = blocks HP1-beta chromodomain binding to methylated histone tails. AlphaScreen HP1-beta / biotin-H3K9me3 peptide binding. P83916. Potency, µM (series often up to 114 µM), inactives show at the highest dose activity change, negative = inhibition, hits mostly inhibitors. 390,000 compounds, 0.56% hits; also: potency is read from the fitted curve at half-maximal effect; nearly all actives have a fitted effect of over 70% in size; inactives centre near 23
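Compound inhibition of the preformed complex between 50 nM HP1-beta and 50 nM biotinylated H3K9me3 peptide was read by AlphaScreen. Buffer was PBS pH 7.4 with 0.01% Tween-20. Incubations ran 30 min at room temperature, with 10 ug/mL donor/acceptor beads.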
JMJD2A Tudor inh = blocks the human JMJD2A Tudor domain; Potency, µM (series often up to 114 µM), without a hit: at the highest dose activity change, negative = inhibition, hits mostly inhibitors; AlphaScreen JMJD2A-Tudor / H3K4me3 peptide binding; O75164; 390,000 compounds, 4.4% hits; also: potency is read from the fitted curve at half-maximal effect; % is scaled to controls: 0 for no effect and ±100 for the full control effect; nearly all actives have a fitted effect of over 50% in size
GLS inhibitor = inhibitors of human glutaminase (GLS). O94925. GLS enzymatic activity, qHTS titration. Potency, µM (series often up to 45.5 µM), for inactives: at the highest dose activity change, negative = inhibition, most hits filed as inhibitors. 410,000 compounds, 0.21% hits. AID 624170; also: potency is read from the fitted curve at half-maximal effect; % is scaled to controls: 0 for no effect and ±100 for the full control effect
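Coupled fluorescence readout: glutamate oxidase/HRP/Amplex Red detect glutamate formed by hKGA from L-glutamine (1 mM solution added). Buffer 45 mM KH2PO4 pH 8.2, 0.02% Tween-20; reads at t0 and 30 min RT.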
G9a block = G9a (human) methyltransferase inhibition; G9a H3K9 monomethylation, AlphaScreen, 2 h; Potency, µM (titrated, usually from 102 µM), for inactives: top-dose activity, negative = inhibition, hits mostly inhibitors; 350,000 compounds, 8.8% hits; AID 504332; also: potency is read from the fitted curve at half-maximal effect; % is scaled to controls: 0 for no effect and ±100 for the full control effect; nearly all actives have a fitted effect of over 75% in size
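Chemiluminescent proximity detection of H3K9 monomethylation, read after 10 min bead incubation in the dark. Reaction: 20 nM G9a, 500 nM biotin-H3K9 peptide, 20 uM SAM cofactor, 2 h, room temperature, following 15 min enzyme-compound preincubation.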
PI4K2A block = PI4K2A (human) kinase inhibition | Q9BTU6 | purified PI4K2A, ADP-Glo luminescence, 1 h; hits give low values | activity change, negative = inhibition, % at 76.9 µM | 420,000 compounds, 0.13% hits; in the data active = activity change below about -50%; inconclusive = mostly about -30% to -49%;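 also: -100% = wells without enzyme as full effect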
Target sequence (Q9BTU6 whole entry, looked up): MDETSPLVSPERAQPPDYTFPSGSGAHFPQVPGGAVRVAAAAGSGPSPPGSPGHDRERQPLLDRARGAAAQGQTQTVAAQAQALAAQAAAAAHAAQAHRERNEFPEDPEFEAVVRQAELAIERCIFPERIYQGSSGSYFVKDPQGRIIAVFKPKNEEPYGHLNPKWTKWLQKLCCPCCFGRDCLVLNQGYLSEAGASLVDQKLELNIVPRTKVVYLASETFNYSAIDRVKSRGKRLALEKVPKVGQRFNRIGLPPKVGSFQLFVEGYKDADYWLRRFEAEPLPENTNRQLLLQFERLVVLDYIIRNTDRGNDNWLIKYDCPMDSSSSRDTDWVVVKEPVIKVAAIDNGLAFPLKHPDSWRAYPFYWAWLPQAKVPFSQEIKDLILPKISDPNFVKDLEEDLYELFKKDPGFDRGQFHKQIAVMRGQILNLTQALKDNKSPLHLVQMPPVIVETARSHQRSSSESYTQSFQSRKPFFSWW
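Compounds are screened against recombinant PI4K2A using PI as substrate and ATP, the latter dispensed at 300 microM. Reactions run one hour at ambient temperature before ADP-Glo detection; full inhibition defined by wells lacking enzyme.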
Pin1 inhibitor = blocks the human prolyl isomerase Pin1. Q13526. Pin1 FP peptide displacement, HiFluor488, 10 min. Potency, µM (highest dose often 115 µM), for inactives: top-dose activity, negative = inhibition, actives largely listed as inhibitors. 390,000 compounds, 0.009% hits. AID 504891; active = well fitted inhibition curve with a large enough effect in the polarisation, with a control signal flat, not every such curve was filed as active; inconclusive = small, poorly fitted or top-dose-only effect, or effect the other way, or a change in a side signal; inactive = no such curve, though single readings can be large or run the other way; the % refers to the polarisation; also: potency is read from the fitted curve at half-maximal effect; % is scaled to controls: 0 for no effect and ±100 for the full control effect
Target sequence (Q13526 whole entry, looked up): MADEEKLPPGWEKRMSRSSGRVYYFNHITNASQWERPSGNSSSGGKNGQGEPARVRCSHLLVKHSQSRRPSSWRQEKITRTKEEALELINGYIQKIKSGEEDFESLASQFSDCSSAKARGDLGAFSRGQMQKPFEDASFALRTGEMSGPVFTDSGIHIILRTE
BAZ2B block = inhibitors of human BAZ2B bromodomain | Q9UIF8 | AlphaScreen BAZ2B-H3K14Ac peptide displacement | Potency, µM (titrated, usually from 114 µM), for the others: top-dose activity change, negative = inhibition, most hits filed as inhibitors | 360,000 compounds, 4.4% hits | AID 504333; also: potency is read from the fitted curve at half-maximal effect; % is scaled to controls: 0 for no effect and ±100 for the full control effect; nearly all actives have a fitted effect of over 60% in size
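AlphaScreen displacement of biotin-H3(5-23)K14Ac peptide (50 nM final) from BAZ2B (50 nM final) in PBS pH 7.4, 0.01% Tween-20; complex preformed 30 min RT, then compounds (top 110 uM) 30 min RT, beads 20 min dark.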
ERG-DNA inh = ERG Ets/DNA interaction inhibition | P11308 | fluorescence polarization, His-ERG Ets domain / labelled DNA | Potency, µM (top dose mostly 76.9 µM), without a hit: at the highest dose FP activity, negative = inhibition, hits mostly inhibitors | 370,000 compounds, 0.028% hits | AID 624246; active = well fitted inhibition curve with a large enough effect in the polarisation, with a control signal flat; inconclusive = small, poorly fitted or top-dose-only effect, or effect the other way, or a change in a side signal; inactive = no such curve, though single readings can be large or run the other way; the % refers to the polarisation;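 also: polarization taken with two DNA probes labelled with fluorescein and Texas red; potency is read from the fitted curve at half-maximal effect; % of control where 0% means no effect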
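His-tagged ERG Ets domain (1 uM in the protein solution; 300mM KCl, 50mM Tris-HCl, 1mM EDTA, 1mM DTT, pH 7.5) received compound, then a probe mix of 5 nM fluorescein-DNA and 100nM Texas-615-DNA. Fluorescence polarization was read for both dyes.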
Tb PGK inh = blocks T. brucei phosphoglycerate kinase; P07378; PGK/GAPDH coupled, Kinase-Glo luminescence, 60 min; 380,000 compounds, 0.043% hits; AID 602233; Potency, µM (top dose mostly 57.5 µM), without a hit: at the top dose activity change, negative = inhibition, hits mostly inhibitors; also: potency is read from the fitted curve at half-maximal effect; % is scaled to controls: 0 for no effect and ±100 for the full control effect; nearly all actives have a fitted effect of over 60% in size
Target sequence (P07378 whole entry, looked up): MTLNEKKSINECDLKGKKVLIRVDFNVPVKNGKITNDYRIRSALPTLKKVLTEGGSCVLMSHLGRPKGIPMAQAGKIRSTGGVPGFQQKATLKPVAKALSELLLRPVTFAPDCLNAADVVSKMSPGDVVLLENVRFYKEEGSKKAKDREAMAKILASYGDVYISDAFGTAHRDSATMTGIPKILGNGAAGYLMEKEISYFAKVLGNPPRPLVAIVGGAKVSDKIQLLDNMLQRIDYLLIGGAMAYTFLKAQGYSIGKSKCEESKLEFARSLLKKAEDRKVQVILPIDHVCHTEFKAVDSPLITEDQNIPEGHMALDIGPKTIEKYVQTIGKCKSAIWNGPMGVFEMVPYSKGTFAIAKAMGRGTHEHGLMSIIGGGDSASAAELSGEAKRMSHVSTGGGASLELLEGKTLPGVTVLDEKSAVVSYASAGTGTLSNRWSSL
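Luminescent ATP detection (Kinase-Glo Plus) follows a 60-minute room-temperature incubation, with wells lacking PGK as controls. Buffer: 100 mM TEA (pH 7.6), 5 mM MgCl2, 0.01% Tween-20. Coupling enzyme GAPDH (100 nM final) supplies unstable 1,3-BPG in-well.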
Numbers without * were called inactive; i = inactive; ? = inconclusive; nt = no result given; [ ] = dose if it differs, or a comment. Unless noted, calls follow the shape of the dose curve; as a rule, active = well fitted curve in the direction sought with a large enough effect; inconclusive = small, poorly fitted or top-dose-only effect, or another doubt; inactive = no such curve, though single readings can be large; an effect the other way counts as inactive or inconclusive.

SMILES | HP1b binding inh | JMJD2A Tudor inh | GLS inhibitor | G9a block | PI4K2A block | Pin1 inhibitor | BAZ2B block | ERG-DNA inh | Tb PGK inh
C=Cc1ccc(Cn2c(C(=O)O)c(CNCc3cccs3)c3ccc(C)cc32)cc1 | 8.5% | ? | 9.1% | ? | 2.7 | 20.3% | -34.6% | 8.4% | -6.7%
Cc1cc(O)ccc1C1(c2ccc(O)cc2C)OC(=O)c2ccccc21 | -10.4% | -29.6% | 20.2% | ? | -1.0 | 2.3% | -4.0% | -3.7% | -9.7%
CN(c1ccccc1)S(=O)(=O)c1cccc(NS(=O)(=O)c2cccc(C(=O)O)c2)c1 | 18.8% | -15.0% | 20.5% | 12.3%[12.7 µM] | -1.5 | -4.3% | 23.9% | nt | 0.4%
O=[N+]([O-])c1ccc2c(c1)C=C1CCCCC1(N1CCCCC1)O2 (stereo unspecified) | -1.7% | -7.9% | 3.8% | 9.1%[59 µM] | -6.3 | 0.9% | -38.3% | 0.1% | -4.5%
O=C(Cc1ccccc1F)Nc1ccc(S(=O)(=O)N2CCCC2)cc1 | 20.0% | -23.2% | -8.0% | nt | -7.0 | -1.5% | nt | -7.6% | -7.4%
Cn1c(SCC(=O)Nc2ccc(F)cc2)nnc1C1CC1 | 23.9% | 4.6% | 1.3% | 26.4% | -0.7 | -7.0% | 5.9% | 3.2% | 0.7%
O=C(Oc1ccc(-c2cn3c(n2)SCC3)cc1)c1ccccc1 | -6.5% | ? | -7.3% | ? | 3.2 | 0.6% | ? | 13.5% | -10.8%
CCc1ccccc1OCCCCN1CCCCC1 | ? | 1.78µM* | 1.5% | 39.8µM* | 0.4 | 0.7% | ? | 16.5% | i
C(=C\CSc1nnnn1-c1ccccc1)/CSc1nnnn1-c1ccccc1 | 57.0%[activator] | 14.4% | 1.9% | -5.3%[59 µM] | -1.0 | 0.6% | -2.1% | -0.7% | 0.9%
CC1CCCCC1N1CCN(C(=O)c2cccc(F)c2)CC1 (stereo unspecified) | ? | 39.8µM* | 7.4% | ? | 5.2 | -3.4% | ? | 0.3% | -0.8%
NC(=O)C1=C[C@H](c2csc3ccccc23)C[C@H](OCc2ccc(CO)cc2)O1 | 19.0% | -29.5% | 10.8% | ? | -0.6 | -0.6% | -1.5% | -3.1% | -8.3%
Cc1cc(C(=O)NNC(=O)c2cccc(Cl)c2)no1 | ? | -8.4% | 5.5% | -31.1% | 6.2 | -11.9% | -15.0% | 8.0% | -3.6%
CCNc1nc(NC(C)C)nc(SCCOc2ccc(C)cc2)n1 | 71.5%[activator] | 59.8%[activator] | -1.1% | 89.0%[activator] | -4.1 | 1.4% | 17.1% | 2.1% | -5.7%
CCC(C)(C)C1CCC(NC(=O)N2CCN(c3ccccc3O)CC2)CC1 (stereo unspecified) | -2.6% | 79.4µM* | ? | 3.6% | -27.1 | 9.7% | -9.8% | -5.0% | 1.5%
CC(=O)c1cccc(NC(=O)CSc2nc(=O)n(Cc3ccccn3)c3c2CCC3)c1 | 19.1% | -0.7% | -1.2% | -1.5% | -10.3 | -1.5% | -11.0% | -6.1% | -12.3%

Two compounds from above with just G9a block, PI4K2A block and GLS inhibitor.
Structure | G9a block | PI4K2A block | GLS inhibitor
C=Cc1ccc(Cn2c(C(=O)O)c(CNCc3cccs3)c3ccc(C)cc32)cc1 | ? | 2.7 | 9.1%
CCC(C)(C)C1CCC(NC(=O)N2CCN(c3ccccc3O)CC2)CC1 (stereo unspecified) | 3.6% | -27.1 | ?

Other compounds follow.
SMILES | HP1b binding inh | JMJD2A Tudor inh | GLS inhibitor | G9a block | PI4K2A block | Pin1 inhibitor | BAZ2B block | ERG-DNA inh | Tb PGK inh
CCOc1ccc(NC(=O)Cn2c(=O)c(CNc3ccc(OC)cc3)cc3ccc(OC)cc32)cc1 | 16.7% | -16.2% | 4.8% | ? | -4.2 | 11.2% | -19.1% | -2.8% | 2.5%
O=C(CSc1nncs1)Nc1ccc(Cl)cc1C(F)(F)F | 29.8% | -0.7% | -2.3% | -24.0% | 2.5 | 3.8% | -17.4% | 6.5% | 2.7%
COc1ccc(CNc2oc(/C=C/c3cc(OC)c(OC)c(OC)c3)nc2C#N)cc1 | 15.1% | 8.2% | 6.7% | ? | 1.1 | ? | -23.4% | -1.8% | 6.7%
CN(C(=O)C1CCC(=O)N(CCCN2CCCC2=O)C1)C(C1CC1)C1CC1 (stereo unspecified) | 50.9%[activator] | -11.3% | 1.9% | 10.3% | 6.6 | -1.4% | -15.8% | -15.6% | 8.4%
Cc1ccc(NC(=O)c2c(Cl)nc3ccccn23)cc1 | 37.0% | -9.1% | 5.3% | 0.3% | -0.3 | -2.5% | -0.9% | 1.4% | -11.6%
COc1ccc(OCC(=O)Nc2ccc(NC(=O)c3ccccc3Cl)c(OC)c2)cc1 | 26.5% | -15.8% | 14.7% | 33.5% | -10.0 | -0.6% | -18.3% | 0.0% | 10.1%
COCCN(C(=O)CCSc1ccc(F)cc1)c1c(N)n(Cc2ccccc2)c(=O)[nH]c1=O | 28.9% | -3.5% | 21.2% | -3.6%[12.7 µM] | -0.5 | -3.7% | 7.8% | -13.5% | 0.1%
O=C(COC(=O)/C=C/c1ccc(Cl)cc1Cl)NCCC1=CCCCC1 | 14.3% | -11.8% | 5.8% | ? | 2.2 | -0.5% | -4.9% | 2.2% | 3.1%
COc1ccc(NC2=CC(=O)CC(c3ccccc3)C2)c(OC)c1 (stereo unspecified) | 25.1% | -14.7% | 7.6% | 4.2% | -1.1 | 3.0% | -18.8%[57.1 µM] | nt | nt
COc1cc(-c2noc(-c3ccc(NCC4CCCO4)c([N+](=O)[O-])c3)n2)cc(OC)c1OC (stereo unspecified) | 35.0% | -20.2% | -11.4% | 6.1%[59 µM] | 4.5 | -1.8% | -12.4% | 2.3% | 5.4%
Cc1nc2nc(CC(=O)O)[nH]n2c(=O)c1[N+](=O)[O-] | 20.1% | 17.8µM* | -3.1% | -12.3%[12.7 µM] | -6.6 | -20.4% | -15.8% | -2.0% | 1.7%
CCc1ccccc1S(=O)(=O)Cc1ccc(C(=O)NCc2ccc3c(c2)OCO3)o1 | 44.9%[activator] | -12.0% | -6.2% | -22.9% | 1.2 | 2.2% | 4.4% | -7.5% | -6.5%
Cc1sc(NC(=S)NC(=O)C(C)(C)C)c(C(N)=O)c1C | -10.2% | -25.6% | 22.1% | 22.8%[0.0925 µM] | -12.2 | ? | -36.8% | 6.7% | 0.2%
O=C(Nc1cccc(Cl)c1)c1cc(-c2ccco2)on1 | -6.3% | -15.8% | 8.0% | ? | 0.7 | 3.6% | -2.3% | 5.5% | -0.6%
CCCc1cc(C(=O)Nc2ccc(C(C)=O)cc2)no1 | 48.4%[activator] | -1.4% | -1.1% | -20.1%[59 µM] | 9.4 | 5.0% | -6.1% | 11.2% | -0.4%
CC1(C)C[C@H]2C3=CCC4[C@@]5(C)CC[C@H](O[C@@H]6O[C@H](C(=O)O)[C@@H](O)[C@H](O)[C@H]6O)[C@@](C)(CO)C5CC[C@@]4(C)[C@]3(C)C[C@H](O)[C@@]2(CO)[C@@H](O)[C@@H]1O (stereo partly specified) | 30.2% | 7.6% | -14.7% | nt | 5.9 | 3.0% | nt | 19.0% | -7.3%
C[C@H](NC(=O)c1ccco1)C(=O)Nc1cccc([N+](=O)[O-])c1 | 36.3% | 4.3% | 6.1% | -1.5% | -12.3 | 2.4% | -11.8% | -1.4% | 4.1%
CCCCOC(=O)c1ccc(NC(=O)Cn2nnc3sc4c(c3c2=O)CCCC4)cc1 | 3.2% | -29.6% | -4.8% | -4.4%[59 µM] | 3.3 | 30.3%[activator] | -8.4% | 2.6% | nt
O=C(COc1coc(CN2CCc3ccccc32)cc1=O)Nc1ccccc1 | 15.4% | -22.6% | -12.3% | -9.4% | 0.7 | -2.3% | 4.8% | 26.1% | -8.5%
COCCN(Cc1cc2cc(C)ccc2nc1Cl)C(=O)Nc1ccccc1C | 27.1% | -9.9% | 5.0% | -37.0% | -1.0 | 6.7% | 1.7% | nt | -3.3%
CC(=O)c1cccc(NC(=O)CN(C)S(=O)(=O)c2ccc3c(c2)CC(C)N3C(C)=O)c1 (stereo unspecified) | 26.7% | 8.7% | 1.7% | 0.1% | 0.8 | 2.5% | -3.5% | 1.4% | -0.7%
CC(C)CC(=O)c1c(O)c(C=O)c(O)c2c1O[C@@]1(C)[C@@H](C2)C[C@H]2C[C@@H]1C2(C)C | 65.6%[activator] | 16.2% | 19.0% | nt | -3.1 | -20.8% | nt | -5.9% | 0.2%
CCOC(=O)N1CCC(c2nc(C)sc2C(=O)O)CC1 | 19.1% | -9.9% | -0.6% | -39.0% | 2.9 | -1.9% | 5.3% | -7.6% | -2.7%
CCOC(=O)N1CCc2c(sc(NCc3ccc(N(C)C)cc3)c2C(=O)Nc2ccc(OC)cc2)C1 | ? | 14.1µM* | 5.1% | 2.82µM* | ? | 18.8% | 22.4µM* | -4.7% | -7.8%
CN(Cc1ccccc1)c1ccc(N2C(=O)CCC2=O)cc1[N+](=O)[O-] | 5.4% | ? | 14.8% | -40.0% | 0.3 | -3.8% | ? | 0.4% | i
Cc1ccc(CCC(=O)Nc2ncc(Cc3cccc(Cl)c3Cl)s2)o1 | 35.8% | -5.7% | -1.8% | -9.9% | 0.3 | 0.2% | 0.6% | 9.7% | -8.6%

Screening results as filed in PubChem.
